Compound activity as filed in PubChem.
PPARg SRC-3 ag – PPARgamma-driven SRC-3 recruitment agonism | P37231 | biochemical PPARgamma/SRC-3 coactivator recruitment assay | activation, % at 8 µM | 200,000 tested, 0.26% active | AID 731; in the data active means activation above about 23%;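 further: 0% = DMSO and 100% = reference agonist; some compounds past the cut are filed as inactive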
Target sequence (P37231 whole entry, looked up): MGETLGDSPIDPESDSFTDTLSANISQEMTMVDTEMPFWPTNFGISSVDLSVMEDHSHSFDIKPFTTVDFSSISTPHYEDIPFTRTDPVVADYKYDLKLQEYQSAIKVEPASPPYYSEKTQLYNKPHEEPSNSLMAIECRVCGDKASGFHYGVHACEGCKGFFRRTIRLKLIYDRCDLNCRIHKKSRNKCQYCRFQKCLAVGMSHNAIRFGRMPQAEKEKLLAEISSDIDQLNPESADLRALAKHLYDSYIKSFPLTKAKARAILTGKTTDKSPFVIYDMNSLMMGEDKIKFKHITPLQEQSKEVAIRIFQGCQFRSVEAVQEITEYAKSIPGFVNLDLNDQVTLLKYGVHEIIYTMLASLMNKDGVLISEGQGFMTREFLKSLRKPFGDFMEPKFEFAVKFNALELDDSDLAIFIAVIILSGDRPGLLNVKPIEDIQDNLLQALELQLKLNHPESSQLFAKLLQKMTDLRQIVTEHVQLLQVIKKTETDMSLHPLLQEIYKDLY
PPARg SRC-1 ag – PPARgamma-driven SRC-1 recruitment agonism. P37231. PPARgamma-SRC-1 coactivator recruitment biochemical assay. activation, % at 8 µM. 200,000 tested, 0.41% active. AID 631; in the data active means activation above about 19%;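 further: 0% = DMSO and 100% = reference agonist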
TNAP inh hi DEA – blocks human TNAP under high phosphate acceptor concentration | P05186 | purified TNAP, CDP-star luminescence, 1 M DEA | inhibition, % at 20 µM | 200,000 tested, 0.03% active | AID 1135;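 active means over 50% inhibition of tissue-nonspecific alkaline phosphatase at 20 µM in the single-dose screen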;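 further: plate controls were DMSO wells for no effect and EDTA-quenched wells as full inhibition for full effect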
Target sequence (P05186 whole entry, looked up): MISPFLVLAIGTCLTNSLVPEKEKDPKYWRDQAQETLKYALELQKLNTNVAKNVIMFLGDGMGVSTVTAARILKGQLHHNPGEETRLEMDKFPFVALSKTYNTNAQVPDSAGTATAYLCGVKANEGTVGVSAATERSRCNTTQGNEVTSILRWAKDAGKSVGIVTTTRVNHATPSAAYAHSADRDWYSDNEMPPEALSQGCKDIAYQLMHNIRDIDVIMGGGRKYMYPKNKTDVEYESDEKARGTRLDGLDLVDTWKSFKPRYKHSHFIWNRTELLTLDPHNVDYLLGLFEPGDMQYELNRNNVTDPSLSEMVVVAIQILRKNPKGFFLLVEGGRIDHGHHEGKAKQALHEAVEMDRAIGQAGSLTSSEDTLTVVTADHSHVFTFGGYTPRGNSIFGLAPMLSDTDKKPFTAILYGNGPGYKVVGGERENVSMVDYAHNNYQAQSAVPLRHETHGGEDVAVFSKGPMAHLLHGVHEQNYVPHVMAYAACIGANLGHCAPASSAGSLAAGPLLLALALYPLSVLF
TNAP inh noacc – TNAP (human) inhibition, acceptor-free conditions | inhibition, % at 20 µM | 200,000 tested, 0.26% active | AID 1012 | purified TNAP, CDP-star luminescence, 30 min | P05186;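 active means tissue-nonspecific alkaline phosphatase inhibition above about 50% at 20 µM in the single-dose screen, limit read from the data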;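 further: 0% = DMSO negative control and 100% = EDTA positive control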
bIAP activator – increases bovine intestinal alkaline phosphatase activity | purified bovine IAP, CDP-star luminescence, 30 min; active compounds read high; fold of DMSO-control signal, blank-subtracted | activation factor at 20 µM | 200,000 tested, 0.17% active | AID 1016;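 active means activation factor of 2 or more at 20 µM, a signal rise over negative controls twice the positive control's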
HMGR II inh – blocks class II HMG-CoA reductase of Enterococcus faecalis; purified E. faecalis HMGR, NADPH absorbance 340 nm kinetic; inhibition, % at 10 µM; 190,000 tested, 0.41% active; AID 1066;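 active means inhibition above a set limit, the median over all tested compounds plus 3 SD, cut at about 9.5% in these data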;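 further: enzyme runs in reverse so mevalonate oxidation gives rising NADPH absorbance; 0% = complete reaction with DMSO and 100% = background rate lacking mevalonate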
TNAP act hiacc – TNAP (human) activation, high acceptor. AID 1136. activation factor at 20 µM. purified TNAP, CDP-star luminescence, 1 M DEA, 30 min; active compounds read high; 0 = EDTA background, 1 = DMSO-only activity. 200,000 tested, under 10 active;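 active means activation factor at least 2 at 20 µM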
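system = human TNAP | amount = enzyme diluted 1/800 final | reagent = 100 µM CDP-star substrate | signal = luminescent substrate turnover signal | dosing = one dose, 20 µM | benchmarks = EDTA negative control, DMSO positive control | measure = activation factor | timing = 30 min reaction, room temperature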
TR-FRET SRC-2 ct – flags TR-FRET format artefacts in PPARgamma SRC-2 recruitment agonist screen | AID 1049 | 200,000 tested, 0.4% active | TR-FRET artefact counter-screen; active compounds read high | TR-FRET ratio at 8 µM; in the data active means TR-FRET ratio above about 2000; further: inactives centre near 1500
bIAP inhibitor – blocks bovine intestinal alkaline phosphatase activity | purified bovine IAP, CDP-star luminescence, 30 min | inhibition, % at 20 µM | 190,000 tested, under 10 active;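 active means over 50% inhibition of intestinal alkaline phosphatase at 20 µM in the single-dose screen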
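Assay system – bovine IAP enzyme · Quantity – bovine IAP at 1/65,000,000 final dilution · Detection – CDP-star luminescence signal · Times – 30 min reaction at room temperature · Also added – CDP-star substrate at 30 µM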
PPARg SRC-2 ag – PPARgamma-driven SRC-2 recruitment agonism | PPARgamma LBD-SRC-2 recruitment, biochemical | activation, % at 8 µM | 200,000 tested, 0.34% active; in the data active means activation above about 22%;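 further: 0% = vehicle and 100% = reference agonist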
* = called active by the depositor.

SMILES	PPARg SRC-3 ag	PPARg SRC-1 ag	TNAP inh hi DEA	TNAP inh noacc	bIAP activator	HMGR II inh	TNAP act hiacc	TR-FRET SRC-2 ct	bIAP inhibitor	PPARg SRC-2 ag
O=C(N/N=C/c1c(O)n(-c2ccccc2Cl)c(=O)c2ccccc12)C1COc2ccccc2O1 (centres undefined)	-1	2	-1	-5	0.8	-6	1	1620	16	0
COc1ccc(N2CCN(C(=O)Cc3ccc(-n4c(=O)[nH]c5ccccc5c4=O)cc3)CC2)cc1	5	-4	-4	-10	1	-6	1	1312	1	1
O=C(COC(=O)/C=C/c1ccccc1)NCc1ccccc1Cl	5	6	-6	-9	0.9	-1	1.1	1706	10	7
COc1nc(-c2ccccc2)ccc1-c1noc(-c2cccnc2)n1	2	-6	6	-5	0.9	-6	0.9	1424	5	1
Cc1c(Cl)c(C(F)(F)F)nn1CC(=O)NCc1ccccc1	1	6	-2	-6	0.9	-1	1	1616	11	2
COc1ccc2oc(=O)c(C(=O)NCc3ccc4c(c3)OCO4)cc2c1	-4	0	-3	-8	1	0	1	1526	-1	-3
Cn1c(NCc2ccco2)nc2c1c(=O)n(Cc1ccc(Cl)cc1)c(=O)n2C	1	6	-4	3	1	-7	1	1503	-2	2
CCOC(=O)c1ccc(-n2c(CCC(=O)O)ccc2-c2cccs2)cc1	2	7	0	-5	1	-1	1	1714	1	7
COc1ccc(Cn2c(-c3ccc(C)cc3)nc3c(c(=O)c4ccccc4n3C)c2=O)cc1	0	4	-2	1	1.2	-4	1	2131*	-21	29*
Cc1cccc(NC(=S)NCC(c2cccnc2)N(C)C)c1 (centres undefined)	-5	-2	2	-5	0.7	-6	1	1583	26	7
O=C(CSc1nc2ccccc2c(=O)n1-c1ccccc1)NC(=O)CN1CCCC1=O	1	0	-4	-5	1.1	0	1	1649	-8	3
CCCCN(CCCC)Cc1ccc(C(=O)NNC(=O)Nc2ccccc2)o1	7	5	-1	-104	1.3	4	1	1566	-34	10
CCOC(=O)c1c(NC(=O)COC(=O)c2c(C)noc2C)sc2c1CCC2	-5	-4	-3	-6	1	-1	1	1579	-2	-5
NN(CCO)C(=S)Nc1ccc(Cl)cc1	2	2	-2	-19	1.1	-1	1	1512	-6	2
COc1ccc(S(=O)(=O)NCc2ccc(F)cc2)cc1OC	1	-5	-5	-10	1	1	1	1436	1	-2
Cc1ccc(S(=O)(=O)c2ccc(Cl)cc2)cc1S(=O)(=O)NC(C(=O)O)C(C)C (centres undefined)	-4	-3	0	-14	1	5	1	1524	2	-5
COc1ccc(N=C2NN=C(c3c(C)[nH]c4ccccc34)CS2)cc1	5	7	1	3	1	0	1	1572	-1	-2
CCCCNC(=O)C1CCN(S(=O)(=O)N2CCCCCC2)CC1	1	2	-4	-10	0.9	7	1	1676	7	2
COc1ccc(-c2c(C(C)=O)c(C)nc3sc4c(=N)n(N)cnc4c23)cc1	0	-1	-4	-4	1.1	-4	1	1650	-12	3
O=C(c1cnn(C(=O)c2cccc(S(=O)(=O)N3CCOCC3)c2)c1)c1ccccc1O	-3	8	-4	-10	1	0	1	1565	4	5
Cc1ccc(CNC(C)(C)CO)cc1	3	11	4	-2	1.1	-3	1	1804	-6	6
Cc1cc(NC(=O)c2cc(C(C)C)on2)nn1Cc1ccc(Cl)cc1	7	1	-7	26	1	-12	1.1	1531	5	5
Cn1c(NC(=O)c2ccc3c(c2)OCO3)cc(=O)n(C)c1=O	6	-5	-5	-7	0.9	2	1	1659	14	0
NC(=O)C1CCN(C2CC(=O)N(Cc3cccs3)C2=O)CC1 (centres undefined)	5	8	5	-14	0.9	0	1	1576	8	7
CCN1CCN(C(c2cccs2)C(C)NC(=O)C(C)C)CC1 (centres undefined)	4	2	-2	-10	0.9	-5	1	1636	10	1
COC(=O)c1cc(NC(=O)CC2SCCNC2=O)cc(C(=O)OC)c1 (centres undefined)	9	6	6	7	1.1	-10	0.9	1417	-15	4
O=C(Oc1coc(CSc2ncccn2)cc1=O)c1ccc(Br)o1	-6	4	1	-77	0.9	-1	1	1431	9	8
COc1c(C)cc(S(=O)(=O)N2CCCC2)c(C)c1C	2	1	-5	-6	1	-4	1	1657	-1	9
Cc1ccc(NC(=O)CSc2n[nH]c(-c3ccncc3)n2)cc1C	-3	-6	-4	15	1	0	1	1682	0	-4
CC(C1CC1)N(C(=O)c1ccccc1[N+](=O)[O-])c1ccccc1 (centres undefined)	2	3	-5	-16	1	-2	1.1	1633	-3	4

One compound at a time, from the list above:
Record of NC(=O)C1CCN(C2CC(=O)N(Cc3cccs3)C2=O)CC1 (centres undefined) → PPARg SRC-3 ag = 5; PPARg SRC-1 ag = 8; TNAP inh hi DEA = 5; TNAP inh noacc = -14; bIAP activator = 0.9; HMGR II inh = 0; TNAP act hiacc = 1; TR-FRET SRC-2 ct = 1576; bIAP inhibitor = 8; PPARg SRC-2 ag = 7
Record of COc1c(C)cc(S(=O)(=O)N2CCCC2)c(C)c1C → PPARg SRC-3 ag = 2; PPARg SRC-1 ag = 1; TNAP inh hi DEA = -5; TNAP inh noacc = -6; bIAP activator = 1; HMGR II inh = -4; TNAP act hiacc = 1; TR-FRET SRC-2 ct = 1657; bIAP inhibitor = -1; PPARg SRC-2 ag = 9
Record of COC(=O)c1cc(NC(=O)CC2SCCNC2=O)cc(C(=O)OC)c1 (centres undefined) → PPARg SRC-3 ag = 9; PPARg SRC-1 ag = 6; TNAP inh hi DEA = 6; TNAP inh noacc = 7; bIAP activator = 1.1; HMGR II inh = -10; TNAP act hiacc = 0.9; TR-FRET SRC-2 ct = 1417; bIAP inhibitor = -15; PPARg SRC-2 ag = 4

Additional entries:
SMILES	PPARg SRC-3 ag	PPARg SRC-1 ag	TNAP inh hi DEA	TNAP inh noacc	bIAP activator	HMGR II inh	TNAP act hiacc	TR-FRET SRC-2 ct	bIAP inhibitor	PPARg SRC-2 ag
CCSc1nnc(NC(=O)c2cccc(OCc3c(C)noc3C)c2)s1	-4	1	-4	-5	1	-6	1	1395	-5	1
Cc1ccc(CN2CCN(C(=O)c3ccco3)CC2)cc1	8	-4	-2	-4	1	4	1	1502	5	0
O=C(Nc1nc2c(cc3c4c(cccc42)CC3)s1)c1ccccc1Cl	-4	2	0	1	0.8	-5	1	1981*	16	11
Cn1c(=O)c(-[n+]2ccccc2)c([O-])c2ccccc21	11	7	0	-5	1	-1	1	1679	4	10
O=c1c2ccccc2nnn1CSc1nnc(COc2ccc(Cl)cc2)n1Cc1ccco1	-1	4	-2	-2	0.9	2	1	1626	10	0
O=S(=O)(Nc1ccc(-n2cccc2)cc1)c1ccccc1	10	0	-4	-14	0.8	-3	1	1759	15	-2
Cc1cccc(C)c1Nc1c(-c2ccc(N3CCOCC3)cc2)nc2ncccn12	-2	2	2	3	0.9	6	1	1291	6	-5
COc1ccc(N2CCN(c3ccc(NC(=O)c4ccc5c(c4)OCO5)cc3C#N)CC2)cc1	-2	-5	2	-5	0.9	-3	1	1539	10	5
CCOC(=O)Nc1sc2c(c1C(N)=O)CCC(C)C2 (centres undefined)	2	-6	5	-1	1	-3	1	1496	-3	-2
COc1ccc(C(c2nnnn2C(C)(C)C)N2CCN(c3nc4ccccc4s3)CC2)cc1OC (centres undefined)	1	8	-6	-9	1.4	-1	1.1	1604	-36	7
O=C(CCN1c2ccccc2Sc2ccccc21)Nc1ccccc1	-3	6	-4	-6	0.9	-1	1	1512	9	-4
Clc1ccc2nc(CSc3nc4ccccc4o3)cn2c1	-7	-4	-6	-12	0.9	-3	1.1	1548	11	2
COc1ccc(-c2[nH]ncc2-c2ccc(Cl)cc2)c(O)c1	-10	7	-2	-7	1.3	-11	1	1586	-35	-5
O=C(Cn1cnc2ccccc2c1=O)Nc1nnc(SCc2ccccc2)s1	11	3	-6	-7	0.9	-1	1.1	1796	5	13
O=C(Nc1ccc(NC(=O)C2CC2)nc1)c1cccs1	-5	2	3	0	0.9	-4	1	1492	14	2
CC1=C(C(=O)N(C)C)C(c2ccc(Cl)c(Cl)c2)NC(=O)N1 (centres undefined)	17	8	-4	-9	1	2	1	1530	-1	9
CCOC(=O)c1ccccc1NC(=O)CN(c1ccc(OCC)cc1)S(C)(=O)=O	6	9	-1	-4	1.2	-3	1	1495	-25	6
COC(=O)c1cc(Br)c(=O)n(Cc2ccc(C(=O)O)cc2)c1	8	0	-10	-15	0.9	-1	1.1	1285	13	2
CNc1c([N+](=O)[O-])cnn1-c1cccc(Cl)n1	0	6	-7	-8	1	-13	1.1	1571	-1	1
Nc1nc(Nc2ccccc2)nc2ccccc12	12	7	-3	-9	0.9	-2	1	1544	6	5
Cc1ccc(/C=N\NC(=O)Cc2cccn2C)o1	1	-3	-1	-18	1	3	1	1696	-1	6
OCC1(CCOc2ccccc2)CCN(CCCn2cccn2)CC1	1	-1	-5	-3	1.1	-2	1	1432	-5	-4
Fc1ccc(CNc2nc3ccccc3n3nnnc23)cc1	1	-2	-6	21	0.9	-11	1.1	1701	9	1
Cc1ccc(NC2Nc3cc(C)nn3S2)c(C)c1 (centres undefined)	7	9	-5	-52	1.1	-3	1	1611	-10	-2
C=CCN1C(=O)C(Cc2ccc(F)cc2)S/C1=N/N=C/c1ccco1 (centres undefined)	-1	0	3	19	0.9	3	1	1604	10	-5
CC(=O)C1=C(C)NC(SCSc2ccccc2)=C(C#N)C1c1cccnc1 (centres undefined)	7	1	6	-5	0.9	-3	0.9	1692	13	6
CC1(CCc2ccccc2)NC(=O)N(Cc2nnc(-c3ccccc3Br)o2)C1=O (centres undefined)	-18	3	-6	8	1	-5	1.1	1473	5	-7
CCOC(=O)c1ccc(NS(=O)(=O)CC)cc1	4	0	-2	-12	1	-1	1	1469	4	6
Cc1ccc(CS(=O)(=O)CCC(=O)NCCCN2CCCC2)cc1	4	5	-6	-4	1	-2	1.1	1386	-1	11
CCOC(=O)c1c(N)sc(C(=O)N(CC)CC)c1C	-1	-5	-6	-12	1	-3	1.1	1584	2	2
CCc1ccc(NC(=O)N2CCN(c3ccc(F)cc3)CC2)cc1	-2	4	-2	-8	1	0	1	1520	-2	12
Nc1n[nH]c2cc(=O)n(-c3cccc(C(F)(F)F)c3)nc12	7	5	5	-16	0.9	-7	1	1429	5	0
CCCCNC(=O)COC(=O)c1ccc(NS(=O)(=O)c2ccc3c(c2)OCCO3)cc1	12	2	0	-11	0.9	-7	1	1415	7	9
O=c1c2ccccc2cnn1-c1ccc2ccccc2c1	-7	-1	4	-6	0.9	-6	1	1396	15	-6
O=C(COc1ncnc2cc([N+](=O)[O-])ccc12)N(CCc1ccccc1)Cc1ccccc1	-3	3	-7	-7	0.7	0	1.1	1505	33	-6
O=C(c1ccc2c(Cl)c3c(nc2c1)CCCC3)N1CCC(N2CCCCC2)CC1	2	-2	-2	-1	0.8	11*	1	1496	16	0
O=C(NCCN=C1NS(=O)(=O)c2ccccc21)c1ccco1	-7	-4	-1	-16	1	-2	1	1436	3	-3
Cn1c(SCc2cccc(F)c2)nnc1-c1ccccn1	4	10	-4	-13	1	-1	1	1617	0	8
Cc1ccccc1CSCCNC(=O)c1ccccc1	4	5	0	-8	1.2	0	1	1530	-19	6
CCOc1ccc(-c2ccc(SCc3ccccn3)nn2)cc1	2	-1	-1	-11	1	-6	1	1530	-1	-5
COc1ccc(-n2c(Cc3cccn3C)nnc2SCC(=O)Nc2cc(C)cc(C)c2)cc1	1	-2	-2	0	1	-3	1	1562	3	-1
Fc1ccc(-c2nnc(CN3CCN(c4ncc(C(F)(F)F)cc4Cl)CC3)o2)cc1	-9	7	-3	-9	1	-7	1	1591	1	6
